# Assay outcomes deposited in PubChem by several laboratories.
# Peg3 promoter: Peg3 promoter activity inhibition; 360,000 compounds, 1.7% hits; HeLa PEG-Prom luciferase reporter, luminescence, overnight; inhibition, % at 20 µM;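 active = inhibition of at least 50% at 20 µM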
# NR2E3 ag-1: human photoreceptor-specific nuclear receptor agonism. Q9Y5X4. CHO-S Gal4-NCOR/VP16-NR2E3 two-hybrid, luciferase. inhibition of corepressor binding, % at 3.98 µM. 360,000 compounds, 0.35% hits. AID 602229;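 active = inhibition above the mean of all tested compounds plus 3 SD, cut at about 70% in these data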;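 also: 0% = DMSO with NR2E3 transfected cells and 100% = cells lacking NR2E3 construct; higher means lower luciferase signal from less NR2E3 corepressor binding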
# Target sequence (Q9Y5X4 whole entry, looked up, the tested form may be a part): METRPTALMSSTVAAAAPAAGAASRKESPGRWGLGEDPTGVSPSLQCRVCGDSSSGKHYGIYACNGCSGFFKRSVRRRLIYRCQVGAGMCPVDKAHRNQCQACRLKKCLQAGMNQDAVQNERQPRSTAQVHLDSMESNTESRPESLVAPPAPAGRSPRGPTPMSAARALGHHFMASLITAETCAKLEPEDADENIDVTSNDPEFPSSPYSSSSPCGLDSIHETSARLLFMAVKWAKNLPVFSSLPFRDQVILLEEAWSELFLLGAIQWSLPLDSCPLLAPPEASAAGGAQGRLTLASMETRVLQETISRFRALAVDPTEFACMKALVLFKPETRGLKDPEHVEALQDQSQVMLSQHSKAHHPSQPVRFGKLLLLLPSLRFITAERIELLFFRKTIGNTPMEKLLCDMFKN
# TWEAK-Fn14 inh: blocks TWEAK-Fn14 interaction in a reporter cell assay; TWEAK-stimulated Fn14 reporter cells, luciferase luminescence, 8 h; inhibition, % at 10 µM; 360,000 compounds, 2% hits; AID 1159606; in the data active = inhibition above about 50%
# HIF-2a block: inhibitors of HIF-2a; 786-0 RCC cells HIF-2a reporter, luciferase luminescence, overnight; 360,000 compounds, 0.72% hits; AID 624352; inhibition, % at 18.8 µM;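 active = inhibition of the luminescence signal of 40% or more relative to plate controls, in a single-dose primary screen at 18.75 µM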
# TROY signal inh: blocks TROY-dependent signaling in reporter cells; Q293 LMP1-TROYcd NF-kB luciferase reporter, 4 h; inhibition, % at 10 µM; 360,000 compounds, 0.98% hits;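 active = compounds whose plate-normalised and pattern-corrected inhibition of the luciferase reporter signal at the single screening dose is 50% or more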
# CF NFkB inh: cystic fibrosis NF-kB activation inhibition; KKLEB NF-kB-GFP reporter, PAF-induced, GFP fluorescence overnight; inhibition, % at 5 µM; 360,000 compounds, 0.86% hits;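 active = at least 50% inhibition at 5 µM, scaled per plate between neutral and stimulator controls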;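 also: PAF is a Pseudomonas aeruginosa culture filtrate used as stimulus; plate controls were PAF-stimulated DMSO wells for no effect and unstimulated DMSO wells for full effect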
# KKLEB tox: counter-screen for CF NF-kB inhibitors: cytotoxicity; KKLEB CF airway cells viability, ATPlite luminescence, overnight; active compounds read low; cells stimulated with P. aeruginosa culture filtrate; 360,000 compounds, 0.36% hits; activity change (cytotoxicity), % at 5 µM;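 active = corrected activity change at or below -50% at 5 µM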
# TRPM1 prom inh: inhibitors of MITF-driven TRPM1 promoter in melanoma cells. inhibition, % at 12.5 µM. SK-MEL-5 TRPM1 promoter luciferase, 24 h. 330,000 compounds, 0.83% hits;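 active = mean inhibition across replicates of 60% or more, whatever share of single replicates reaches that level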; also: values of inactives mirror those of a sister screen read the other way
# TRAIL sens C8: sensitizes caspase-8 expressing cells to TRAIL. NB7+C8 cells + TRAIL, ATPlite viability luminescence. inhibition (viability loss, TRAIL sensitization), % at 10 µM. 360,000 compounds, 1% hits. AID 624354;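 active = compounds causing at least 50% loss of cell viability in the single-dose screen, relative to plate controls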
# Shn3 inh set2: Schnurri-3 reporter inhibition in Clone20 osteoblasts; Clone20 osteoblast Shn3 3'UTR firefly luciferase, 24 h; inhibition, % at 12.5 µM; 360,000 compounds, 0.52% hits; AID 588674;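 active = mean inhibition of at least 75% with every replicate also reaching 75%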;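 also: 0% = median of neutral control wells and 100% = pilot-screen positive control compound; some compounds past the cut are filed as inactive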
# NR2E3 ag-2: NR2E3 (human) agonism. Q9Y5X4. 320,000 compounds, 0.12% hits. AID 2300. GST-NR2E3/biotin-RetCOR TR-FRET, 1536-well. inhibition of corepressor binding, % at 4.78 µM;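 active = percent inhibition above the cutoff of mean plus 3 SD of all tested compounds, set per screening campaign, cut at about 20% in these data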;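 also: 0% = DMSO wells and 100% = biotin wells as full block of FRET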
#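 Format: 1536-well format; test system: GST-NR2E3 and biotin-RetCOR proteins; read-out basis: percent inhibition of TR-FRET ratio; timing: 5 h incubation at 4 °C; detection: time-resolved FRET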
# Starred values were filed as active, the others as inactive; . = no result given.
SMILES,Peg3 promoter,NR2E3 ag-1,TWEAK-Fn14 inh,HIF-2a block,TROY signal inh,CF NFkB inh,KKLEB tox,TRPM1 prom inh,TRAIL sens C8,Shn3 inh set2,NR2E3 ag-2
Cc1cc(C)c(CN2CCN(C(=O)Cn3ccc(NC(=O)OCc4ccccc4)nc3=O)CC2)c(C)c1,11.3,14.2,27.0,11.4,30.0,17.7,-4.1,23.3,13.1,71.2,5.0
Cc1cc(Cl)c2oc(C(=O)NCCN3CCCCC3CO)c(C)c2c1 (stereo not drawn),-50.7,-12.2,-7.0,-63.4,-2.3,-33.5,8.1,-33.0,5.3,-15.4,-0.2
CCCC(=O)Nc1ccc2c(c1)Cc1ccccc1-2,-332.2,-185.4,-10.9,-391.9,-29.4,-11.9,-3.7,-64.6,3.3,-103.8,-1.8
O=C(Nc1ccccc1Cl)/C(Cl)=C(\Cl)S(=O)c1ccccc1 (stereo not drawn),108.2*,90.4*,104.7*,95.4*,86.9*,82.8*,-100.4*,97.0*,-48.1,97.6*,-1.7
CCOC(=O)C1=C(C)N(C[C@@H]2CC[C@@H](Cc3ccc4cc(OC)ccc4c3)O2)C(=O)NC1c1ccccc1 (stereo partly drawn),8.2,2.1,32.4,12.6,13.9,34.5,-8.9,0.6,7.1,13.5,.
CCCCn1c(N)c(N(CC(C)C)C(=O)CCCSc2nncs2)c(=O)[nH]c1=O,8.7,3.0,0.9,6.2,4.8,-21.8,3.2,-0.5,-1.5,-2.7,3.1
CCn1c(/C=C2\C(=O)Nc3ccccc32)nc2ccccc2c1=O,51.8*,-6.6,16.4,12.2,5.0,9.4,-16.8,16.2,8.2,-10.4,1.0
O=C(NCCc1ccccc1)C1CCN(C2CCN(Cc3ccco3)CC2)CC1,6.0,-2.9,-15.4,13.8,-4.8,10.7,-5.9,16.8,-9.2,10.1,2.7
C=C(C)COc1ccc(-c2ncnc(C(F)(F)F)c2-c2ccc(OC)cc2)c(O)c1,29.1,22.1,14.3,18.1,11.2,4.9,2.0,5.4,13.6,29.6,-1.9
Cc1cc(C)c2c(CN3CC(C)OC(C)C3)cc(=O)oc2c1C (stereo not drawn),10.3,-21.1,-12.0,13.7,11.2,-14.4,-13.3,6.7,4.3,0.9,-1.5
COc1ccc(C(=O)NC23CC4CC(CC(C4)C2)C3)cc1,-61.2,-6.8,-24.5,-73.4,-31.4,-1.3,2.8,-10.9,-0.4,1.9,1.6
Cn1c(NCCN2CCCC2)nc2cc(-c3ccccc3)sc2c1=O,-11.4,-13.4,-33.6,-64.3,-62.0,-40.8,17.2,.,7.1,-5.5,.
CN1C(CC(=O)Nc2ccc(Cl)cc2Cl)c2ccccc2CC1(C)C (stereo not drawn),8.1,-12.6,10.3,9.5,10.3,-13.9,6.1,.,-0.3,34.7,-0.1
O=C(CCc1ccccn1)N1CCCC(N2CCN(c3ccc(F)cc3)CC2)C1 (stereo not drawn),6.2,-13.1,-2.5,-4.8,9.5,9.3,7.2,7.3,11.2,5.3,.
CC(=O)NC1=NN(C(C)=O)C(c2ccc(C(C)C)cc2)S1 (stereo not drawn),-91.9,-45.9,-7.3,-82.2,-76.2,-8.2,0.9,-8.4,-6.1,1.0,1.2
CCOP(=O)(OCC)C(NC(=O)Nc1ccc(Cl)c(Cl)c1)C(N)=O (stereo not drawn),8.2,-2.7,-4.5,0.9,0.2,-0.3,0.6,-6.1,-9.5,-2.2,-0.5
C[C@H]1CN([C@@H](C)CO)C(=O)Cc2cc(NS(=O)(=O)c3ccc(Cl)cc3)ccc2O[C@@H]1CN(C)C(=O)Nc1cccc2ccccc12,-3.0,-17.8,45.4,8.7,40.4,-6.0,3.5,4.8,-14.6,-12.0,.
COc1cc(NC(=O)c2cc([N+](=O)[O-])ccc2NC(=O)CNC2CCCCC2)cc(OC)c1,30.6,-9.9,1.7,21.1,-7.8,4.3,-9.0,5.0,14.6,16.6,4.0
Cc1ccc2nc(-c3ccc(C#N)cc3)c(Cc3ccccn3)n2c1,-186.1,-81.6,-20.0,-208.3,-24.1,-9.0,-15.6,.,-6.1,-27.3,.
CCOc1ccc(NC(=O)c2cc(F)c(F)cc2Cl)cc1OCC,31.0,-19.7,5.5,10.1,5.6,-0.6,6.1,16.0,-4.1,-23.8,-3.7
C[C@H]1CN([C@@H](C)CO)C(=O)CCCn2cc(nn2)CO[C@@H]1CN(C)C(=O)NC1CCCCC1,6.4,19.3,0.2,-3.4,13.9,-16.8,-10.3,.,4.0,0.8,.
COc1ccc(N2CCN(C(c3cccc(OC)c3OC)c3nnnn3C3CCCC3)CC2)cc1 (stereo not drawn),22.9,-1.8,-0.8,5.0,7.9,3.4,-2.0,8.7,9.7,4.3,7.4
COc1cccc(NC(=O)C2CCN(S(=O)(=O)c3ccc4c(c3)N(C(C)=O)CCO4)CC2)c1,4.0,1.1,-1.8,5.3,8.7,16.7,-9.7,1.4,-1.4,1.6,4.1
c1ccc(N=NN2CCOCC2)cc1,5.9,-34.1,-12.8,14.3,-19.1,3.3,2.0,.,-5.3,-14.6,.
Cc1nn(Cc2ccc(Cl)cc2Cl)c(C)c1NC(=O)c1nn(C)cc1Cl,17.3,6.0,-0.7,10.1,1.4,-16.3,3.4,7.3,4.4,26.3,-3.1
O=S(=O)(Nc1nc2ccccc2nc1Nc1ccc2c(c1)OCCO2)c1cccs1,-22.4,13.8,32.5,-41.9,8.3,8.3,-1.2,4.5,16.1,-6.4,0.4
Cc1ccc(C2(c3ccccc3)NC(=O)N(CC(=O)N3CC(=O)Nc4ccccc43)C2=O)cc1C (stereo not drawn),14.0,-12.5,24.3,18.5,4.0,11.1,5.1,1.6,-1.5,3.8,6.0
O=C(O)c1cccc(N2C(=O)CSC2c2ccccc2)c1 (stereo not drawn),6.8,4.1,4.8,13.4,-43.3,-4.3,-4.0,7.5,-10.1,-3.0,1.4
O=S(=O)(c1ccccc1)N1CCNCC1,1.5,-23.5,6.9,9.6,42.1,-10.7,0.2,1.0,-11.2,-3.5,-2.9
CC1=C(C(=O)OCCOC(C)C)C(c2cc3c(cc2Br)OCO3)C2=C(CCCC2=O)N1 (stereo not drawn),11.7,1.1,1.2,-9.9,-9.9,2.4,-6.3,-13.3,-15.4,5.8,2.8

# TWEAK-Fn14 inh: what is marked active above.
smiles | Peg3 promoter | NR2E3 ag-1 | TWEAK-Fn14 inh | HIF-2a block | CF NFkB inh | TRPM1 prom inh | Shn3 inh set2 | NR2E3 ag-2
O=C(Nc1ccccc1Cl)/C(Cl)=C(\Cl)S(=O)c1ccccc1 (stereo not drawn) | 108.2* | 90.4* | 104.7* | 95.4* | 82.8* | 97.0* | 97.6* | -1.7

# Continuation.
SMILES,Peg3 promoter,NR2E3 ag-1,TWEAK-Fn14 inh,HIF-2a block,TROY signal inh,CF NFkB inh,KKLEB tox,TRPM1 prom inh,TRAIL sens C8,Shn3 inh set2,NR2E3 ag-2
NC(=S)N=Nc1c(O)n(CCCl)c2ccc(Cl)cc12,8.0,50.0,12.5,7.8,-2.0,-12.1,-10.9,-5.0,6.1,10.1,4.7
COc1ccccc1C1CC(c2ccc(Cl)cc2Cl)Nc2nc(N)nn21 (stereo not drawn),-2.5,-9.2,-6.7,-2.0,-11.4,3.8,7.4,-15.2,-13.1,9.7,-4.0
Cn1nnnc1-c1cc(Br)ccc1NC(=O)c1ccccc1,1.1,-23.2,-8.7,18.1,-1.7,-11.4,-3.5,0.9,-5.8,3.8,-3.3
CN(C/C=C/c1ccccc1[N+](=O)[O-])Cc1ccccc1,1.5,-31.4,11.2,-12.0,-3.9,15.5,-8.9,3.4,-9.4,9.8,3.6
COC(OC)c1ccnc(-c2ccc(OC(=O)c3ccc(F)cc3)cc2)n1,-31.6,-29.9,11.1,-64.7,29.9,-0.7,7.9,-9.1,3.1,-18.1,1.3
CCn1c(CNC(=O)c2cccc(C)c2)nnc1SCC(=O)Nc1nnc(C)s1,7.5,-1.0,39.5,1.8,5.8,10.1,-3.9,16.0,-16.5,-24.7,-2.5
COc1ccc(S(=O)(=O)N2CCC(C(=O)NCC3CC3)CC2)cc1,16.3,0.9,10.9,9.8,4.7,8.3,-4.0,-8.8,6.6,-0.2,0.5
Cc1cc(C)cc(NC(=O)CSc2nc3ccncc3[nH]2)c1,9.9,-18.7,-10.5,-5.9,3.7,-2.6,-4.1,.,3.2,15.9,3.5
Cc1ccc(OCC(=O)Nc2cccc(O)c2)cc1C,-300.1,12.7,-2.2,-247.6,-57.3,-5.9,5.1,-100.8,9.2,-93.1,-0.3
CCC(C)(C)NC(=O)c1cc(S(=O)(=O)N2CCCCC2)ccc1N1CCOCC1,2.1,-20.0,-20.4,8.0,-12.0,4.1,1.6,-4.7,-2.3,2.8,-0.5
Cc1cccc(OCCN2CCOCC2)c1C,0.1,-50.3,-10.6,13.8,-28.2,-17.9,4.3,-5.5,-7.8,-4.9,3.2
COc1ccc(-n2nc(C(=O)NCC(=O)Nc3ccc(F)cc3)c3ccccc3c2=O)cc1,15.1,-10.4,-6.0,16.7,4.5,-8.4,-0.3,-6.2,-3.8,0.4,4.8
CN1CCc2c(sc(NC(=O)CS(=O)(=O)c3ccccc3)c2C(N)=O)C1,4.3,8.8,2.3,0.1,8.6,29.8,3.6,0.8,-3.1,0.2,-0.6
O=C(NCc1ccccc1)c1cc(C2CCCCN2S(=O)(=O)c2ccccc2)on1 (stereo not drawn),13.1,10.7,-6.0,3.1,17.3,-23.5,3.7,.,10.0,4.6,.
CCC(C)n1c(SCC(=O)NC(=O)c2cccn2C)nc2ccccc2c1=O (stereo not drawn),36.8,-12.9,3.2,16.8,0.4,5.8,-2.0,6.0,6.8,25.9,0.2
Cc1ccn2c(=O)c(NC(=O)c3cccs3)c(C)nc2c1,-14.5,3.4,-5.6,-28.9,12.8,-38.0,13.3,-6.5,-1.4,-13.7,0.1
Cc1ccc(C)c(OCCCCn2cnc3ccccc3c2=O)c1,-1.0,-12.9,-0.7,14.9,-15.3,-5.3,3.2,11.5,-3.0,-23.2,1.3
Oc1cc2c(cc1O)C(c1ccccc1)CNCC2 (stereo not drawn),-17.3,-15.4,-8.8,9.9,-2.6,18.9,-58.5*,0.3,3.8,-16.2,1.3
CC(C)(C)OC(=O)CC(S(=O)(=O)c1ccccc1)S(=O)(=O)c1ccccc1,81.5*,19.9,30.9,-80.0,1.8,85.5*,-16.4,.,1.9,58.8,.
CN(C)c1ccc(/C=N/NS(=O)(=O)c2ccc(Br)cc2)cc1,-59.3,0.1,-3.5,-2.6,7.3,-14.8,7.1,8.7,-5.8,11.3,1.1

# Only HIF-2a block, for some of the entries so far:
SMILES | HIF-2a block
CN1CCc2c(sc(NC(=O)CS(=O)(=O)c3ccccc3)c2C(N)=O)C1 | 0.1
O=C(NCc1ccccc1)c1cc(C2CCCCN2S(=O)(=O)c2ccccc2)on1 (stereo not drawn) | 3.1
CCC(C)n1c(SCC(=O)NC(=O)c2cccn2C)nc2ccccc2c1=O (stereo not drawn) | 16.8

# The list is partial; the hit share may differ from the screen's.
